Bioassay records as filed in PubChem BioAssay.
hcDAF12 agonist = activators of H. contortus DAF-12 nuclear receptor; 1.4% of 370,000 active; activation, % at 6.8 µM; HEK293 hcDAF-12 lit1-tk-luc reporter, luminescence; 0% DMSO, 100% Δ7-dafachronic acid; AID 652067;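 active = activation above the mean of all tested compounds plus 3 SD, cut at about 5.5% in these data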;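 also: 100% = response to 3 µM Δ7-dafachronic acid high control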
DAX1 inh-1 = inhibitors of DAX1 repression of SF-1 activated StAR promoter; 1.1% of 370,000 active; HEK293T StAR-luciferase reporter, SF-1/DAX-1 repression relief; AID 652010; inhibition, % at 6.8 µM;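 active = inhibition above the mean over all tested compounds plus 3 SD, cut at about 3.6% in these data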;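 also: 0% = DAX-1 cells with DMSO and 100% = cells lacking DAX-1 with DMSO; higher inhibition means more luminescence from relief of DAX-1 repression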
PLC-gamma1 inh = blocks human PLC-gamma1 enzyme activity | P19174 | purified PLC-gamma1, fluorogenic substrate, fluorescence | inhibition, % at 12.2 µM | 0.84% of 370,000 active | AID 720700; in the data active = inhibition above about 9.5%
FXN GAA850 act = increases GAA850 frataxin promoter reporter activity; activation, % at 6 µM; HEK293 lucGAA850 FXN promoter luciferase reporter, 24 h; percent of 10 µM SAHA response; 0.56% of 360,000 active;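 active = activation above the average of all compounds screened plus 3 SD, cutoff fixed separately per campaign, cut at about 7.5% in these data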;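 also: 0% = DMSO wells and 100% = 10 µM SAHA wells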
DAX1 inh-2 = inhibitors of human orphan nuclear receptor DAX1 (NR0B1); AID 504766; 0.99% of 340,000 active; inhibition, % at 6.75 µM; P51843; HEK293 Gal4-DAX1 luciferase reporter, luminescence;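 active = inhibition above the mean over all tested compounds plus 3 SD, cut at about 4.2% in these data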;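 also: 0% = DAX1-transfected cells with DMSO and 100% = empty-vector control cells with DMSO; inhibition shows as a rise in luminescence from relieved DAX1 repression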
ADAM17 inh = ADAM17 inhibition, QFRET primary screen. P78536. 0.83% of 370,000 active. AID 720648. recombinant ADAM17, EDANS/DABCYL FRET peptide cleavage. inhibition, % at 6.95 µM;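 active = inhibition above the mean of compounds lying between control limits plus 3 SD, set per campaign, cut at about 8.5% in these data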;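 also: 0% = DMSO-only wells as the low control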
Target sequence (P78536 215-824 limits assumed): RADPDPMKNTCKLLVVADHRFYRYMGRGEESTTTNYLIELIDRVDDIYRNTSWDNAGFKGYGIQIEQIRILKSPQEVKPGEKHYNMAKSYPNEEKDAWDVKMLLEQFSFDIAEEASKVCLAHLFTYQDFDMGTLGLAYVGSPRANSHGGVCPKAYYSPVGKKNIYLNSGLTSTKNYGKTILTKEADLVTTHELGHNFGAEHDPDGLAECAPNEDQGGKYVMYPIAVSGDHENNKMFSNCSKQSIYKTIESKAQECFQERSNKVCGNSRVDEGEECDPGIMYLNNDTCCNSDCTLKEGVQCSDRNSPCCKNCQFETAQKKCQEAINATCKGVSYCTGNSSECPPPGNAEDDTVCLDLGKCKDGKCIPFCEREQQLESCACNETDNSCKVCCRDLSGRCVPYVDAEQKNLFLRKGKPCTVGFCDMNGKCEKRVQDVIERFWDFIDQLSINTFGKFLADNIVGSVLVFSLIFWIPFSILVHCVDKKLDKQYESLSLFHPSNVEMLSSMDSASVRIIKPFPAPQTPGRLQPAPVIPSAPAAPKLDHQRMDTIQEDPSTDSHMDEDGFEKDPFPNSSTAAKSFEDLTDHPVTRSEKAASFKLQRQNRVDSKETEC
sPLA2-III inh = Inhibits HGIII-sPLA2 liposome hydrolysis, primary screen; Q9NZ20; QFRET BODIPY PC-A2 liposome hydrolysis, fluorescence; inhibition, % at 12.2 µM; 0.56% of 370,000 active;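 active = inhibition above mean plus 3 SD of compounds lying within the high and low control bounds, cut at about 19% in these data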;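 also: 0% = median of test compound wells and 100% = no enzyme DMSO wells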
Target sequence (Q9NZ20 whole entry, looked up): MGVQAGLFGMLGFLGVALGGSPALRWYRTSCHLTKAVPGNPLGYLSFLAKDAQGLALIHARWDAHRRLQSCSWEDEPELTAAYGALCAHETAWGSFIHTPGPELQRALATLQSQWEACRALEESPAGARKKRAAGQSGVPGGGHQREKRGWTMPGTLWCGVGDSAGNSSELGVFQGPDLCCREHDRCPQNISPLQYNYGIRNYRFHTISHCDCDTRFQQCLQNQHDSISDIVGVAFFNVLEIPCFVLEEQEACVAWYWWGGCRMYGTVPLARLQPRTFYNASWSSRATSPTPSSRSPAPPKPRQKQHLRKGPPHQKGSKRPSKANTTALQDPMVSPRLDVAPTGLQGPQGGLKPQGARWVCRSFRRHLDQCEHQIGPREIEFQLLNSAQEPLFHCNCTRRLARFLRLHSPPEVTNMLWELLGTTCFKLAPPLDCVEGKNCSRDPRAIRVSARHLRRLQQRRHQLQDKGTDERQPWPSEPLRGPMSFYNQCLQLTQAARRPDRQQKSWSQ
ssDAF12 agonist = activators of S. stercoralis DAF-12 nuclear receptor; HEK293 ssDAF-12/GRIP1 lit1-tk-luc reporter, luminescence; % of 3 µM dafachronic acid response; activation, % at 6.8 µM; 1% of 370,000 active; AID 652126;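 active = activation above the mean over all tested compounds plus 3 SD, cut at about 0.9% in these data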;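 also: 0% = DMSO-only wells and 100% = 3 µM delta7-dafachronic acid wells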
hgDAF-12 ag = activates the H. glycines DAF-12 receptor ligand-binding domain; HEK293 GAL4-hgDAF12 UAS-luciferase reporter, agonist luminescence; normalized to butyrate control; 1.8% of 370,000 active; activation, % at 6.8 µM;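 active = activation above a cutoff set at the mean of all screened compounds plus 3 SD, cut at about 10% in these data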;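 also: 0% = DMSO wells and 100% = sodium butyrate wells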
ADAM10 inh = ADAM10 inhibition, QFRET primary screen; O14672; recombinant ADAM10, EDANS/DABCYL FRET peptide cleavage, 3 h; inhibition, % at 7 µM; 0.62% of 370,000 active; AID 720582;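 active = inhibition above a per-campaign cutoff equal to the mean of compounds falling between control-based bounds plus 3 SD, cut at about 20% in these data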;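 also: 0% = DMSO wells while the 100% control is not disclosed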
PLC-beta3 inh = inhibitors of human phospholipase C beta3; Purified PLC-beta3, fluorogenic substrate, fluorescence; inhibition, % at 12.2 µM; AID 720704; 0.18% of 370,000 active; Q01970; in the data active = inhibition above about 11%;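 also: 0% = median of compound wells on plate and 100% = full blocker control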
Starred values were filed as active, the others as inactive; i = inactive; nt = no result given.

SMILES	hcDAF12 agonist	DAX1 inh-1	PLC-gamma1 inh	FXN GAA850 act	DAX1 inh-2	ADAM17 inh	sPLA2-III inh	ssDAF12 agonist	hgDAF-12 ag	ADAM10 inh	PLC-beta3 inh
Cc1cc(C)cc(C(=O)NC(CC(N)=O)c2ccc(N3CCC(Cc4ccccc4)CC3)c([N+](=O)[O-])c2)c1 (stereo unspecified)	0.0	-0.1	4	0.2	-0.3	1	-2	-1.1	4.2	7	1
O=S(=O)(c1ccc(Cl)cc1)N1CCCN(c2ccc(C(F)(F)F)cn2)CC1	-1.8	-0.5	0	0.5	-0.2	1	-6	-2.1	-0.6	2	-8
O=C(COC(=O)c1cnccn1)Nc1ccccc1-c1ccccc1	-0.1	2.2	0	0.9	0.1	0	2	-0.8	2.2	-3	-4
Cc1ccc(N(C)C(=O)CC(C)S(=O)(=O)c2ccc3c(c2)NC(=O)CO3)cc1 (stereo unspecified)	-0.7	-1.2	3	1.0	-0.3	-2	-5	-0.9	-0.6	-2	5
NC(=O)C1=C[C@H](c2ccc(C(F)(F)F)cc2)C[C@H](OCCCCO)O1	-2.0	0.2	-7	0.7	-0.1	-5	-3	-1.7	-1.7	-3	-4
O=C(Nc1ccccc1)N1CCN(c2ncccn2)CC1	-1.6	0.1	1	0.5	0.1	-2	1	-1.2	1.2	0	3
COc1ccc(C(=O)Nc2ccc3c(c2)nc(CCNC(=O)c2ccco2)n3C)cc1	0.3	0.0	-1	1.6	1.1	-1	-6	-0.5	-0.3	0	-8
N#Cc1c(-c2cccnc2)cc(-c2ccccc2)nc1N	-0.1	-0.2	i	5.8	nt	i	-7	-0.7	-1.6	i	i
Cc1c(NC2(c3nnnn3-c3ccc(Br)cc3)CCCCC2)c(=O)n(-c2ccccc2)n1C	-2.5	-0.5	1	0.2	-1.2	-3	-6	-1.1	-1.6	0	3
O=C(CCCSc1ccccc1)Nc1nc(-c2ccccn2)cs1	-0.7	-0.6	-2	0.8	-0.3	0	2	0.1	-2.4	7	-4
NS(=O)(=O)c1cc(C(=O)OCC(=O)N2CCOCC2)ccc1Cl	1.4	-0.1	-1	1.2	1.9	-3	1	-0.8	2.3	2	-6
COc1cccc(CNc2nc3cc(-c4ccccc4)sc3c(=O)n2C)c1	-1.1	-1.6	2	1.2	nt	7	-11	-0.8	2.6	8	6
O=C(O)c1cccc(NC(=O)C2CC(=O)N(Cc3ccccc3)C2)c1 (stereo unspecified)	-2.2	0.1	2	-0.1	1.3	-2	3	-1.6	-0.6	0	3
Cc1cc(C)c(C)c(C(=O)C2OC(=O)C(C)(C)C(=O)C2(C)C)c1C (stereo unspecified)	-2.7	0.1	2	1.7	1.4	5	1	-0.5	-0.8	0	2
CCc1ccc(NC(=O)N(CCN(C)C)C(C)c2cccnc2)cc1 (stereo unspecified)	-1.0	0.7	-1	-0.4	1.5	1	-2	-0.9	0.9	-1	4
COc1cccc(CNC(=O)CN2CCCc3ccccc32)c1OC	0.2	-0.8	-4	nt	nt	0	2	-1.2	1.6	-10	0
OCCN(Cc1ccccc1)Cc1cccc(F)c1	-2.3	-0.2	4	1.9	1.0	1	6	-1.0	-1.7	1	4
COC(=O)c1ccc(CSc2nc3ccc(S(N)(=O)=O)cc3[nH]2)cc1	-2.3	-0.3	3	-0.1	-0.8	4	-1	-1.1	0.1	-1	-9
O=C1C2CCCCN2C(=O)N1CCCCN1CCN(c2cccc(Br)c2)CC1 (stereo unspecified)	-0.7	-0.3	-2	-0.1	-1.8	-7	3	-1.4	0.3	-14	-7
COc1ccc([C@@H]2CC=C(C(=O)O)CN2S(=O)(=O)c2ccc(C)cc2)cc1OC	-2.1	-0.2	5	0.8	0.1	-7	0	-1.1	6.6	-15	-4
Cc1ccc(NC(=O)C(=O)c2c[nH]c3ccccc23)cc1	7.2*	1.9	-3	6.2	3.5	0	-9	0.8	20*	-4	-9
COC(CNC(=O)CSCc1nc(-c2ccc(SC)cc2)oc1C)OC	0.9	-0.7	-3	-0.2	-1.6	-7	-3	-1.6	-1.6	-15	-4
O=C(CCSCc1ccccc1Cl)NCc1ccco1	0.1	-0.9	-1	-1.0	-0.2	-7	2	-1.7	0.8	0	-7
CCNC(=O)/N=C1/NC(=O)C(C(C)C)O1 (stereo unspecified)	-1.4	0.7	1	-0.4	1.8	2	-3	-0.5	0.3	2	-1
CCOC(=O)c1c(C)[nH]c(C)c1S(=O)(=O)NCC1CCN(Cc2ccccc2OC)CC1	-0.4	0.1	1	1.9	0.0	-1	-10	-0.8	-1.4	-5	-5

Reformatted with bars between the fields: part of the list above.
canonical_smiles | hcDAF12 agonist | DAX1 inh-1 | PLC-gamma1 inh | FXN GAA850 act | DAX1 inh-2 | ADAM17 inh | sPLA2-III inh | ssDAF12 agonist | hgDAF-12 ag | ADAM10 inh | PLC-beta3 inh
COc1cccc(CNc2nc3cc(-c4ccccc4)sc3c(=O)n2C)c1 | -1.1 | -1.6 | 2 | 1.2 | nt | 7 | -11 | -0.8 | 2.6 | 8 | 6
OCCN(Cc1ccccc1)Cc1cccc(F)c1 | -2.3 | -0.2 | 4 | 1.9 | 1.0 | 1 | 6 | -1.0 | -1.7 | 1 | 4

Remaining list, next part:
SMILES	hcDAF12 agonist	DAX1 inh-1	PLC-gamma1 inh	FXN GAA850 act	DAX1 inh-2	ADAM17 inh	sPLA2-III inh	ssDAF12 agonist	hgDAF-12 ag	ADAM10 inh	PLC-beta3 inh
O=C(CN1C(=O)c2ccccc2S1(=O)=O)NCCc1ccc(F)cc1	-1.0	-0.2	6	0.9	-0.3	-1	8	-0.7	1.1	-16	-8
CCOc1ccc(NS(=O)(=O)c2ccc3c(c2)CCN3C(C)=O)cc1	2.2	0.6	4	-2.2	-0.7	-3	-5	-0.7	1.8	-2	-4
CCCn1c(CC)nc([N+](=O)[O-])c1Sc1ncn[nH]1	-1.5	0.9	3	0.2	-0.9	-3	12	-1.1	-1.7	-13	2
CCOC(COC(=O)c1ccccc1C(=O)O)c1ccccc1 (stereo unspecified)	-0.6	0.5	2	1.9	0.8	-3	5	-0.8	4.1	-12	-2
Cc1cc(C)c(C(=O)COC(=O)c2cccc(S(=O)(=O)N3CCOCC3)c2)cc1C	1.5	0.7	-3	-1.9	-1.1	1	-4	-0.7	1.9	0	-6
COc1ccc(-c2ccc(C(=O)Nc3ccc4c(c3)OCO4)c3occc23)c(C)c1	2.9	2.7	-46	2.3	nt	-4	8	0.2	13*	-20	-70
CSc1ccc(/C=N/NC(=O)CN2CCN(Cc3ccc(Cl)cc3)CC2)cc1	-2.1	-1.0	-6	-1.3	-1.1	-7	-2	-0.9	2.6	-25	-2
Cc1cccc(C)c1-n1nnnc1C1c2ccccc2C(=O)N1CCc1ccccc1F (stereo unspecified)	0.9	1.0	0	nt	nt	0	-4	-0.4	9.8	-13	-2
Cc1ccc([N+](=O)[O-])cc1S(=O)(=O)NCc1cccnc1	-0.2	0.8	-1	-0.7	0.9	1	1	-0.5	2.4	-1	2
Cc1occc1-c1nnc(SCC(=O)NCCc2ccccc2)o1	-1.6	0.1	-2	3.8	0.6	2	-3	-0.1	4.3	-3	0
N#Cc1ccc(CN2CCN(C(=O)CCNS(=O)(=O)c3ccc(F)c(F)c3)CC2)cc1	0.3	-2.2	1	-0.1	-0.3	-1	-4	-1.4	-0.8	-5	2
COC(=O)[C@]12C[C@H](CC(=O)NCC34CC5CC(CC(C5)C3)C4)C(=O)N(CCC3=CCCCC3)C1=C[C@H](COCc1ccccc1)O[C@@H]2C	-0.7	1.6	1	nt	nt	-2	-1	-1.2	2.5	3	1
O=C(C(=O)N1CCN(C(=O)C2CCC2)CC1)c1cccc(C(F)(F)F)c1	2.8	0.9	2	nt	nt	0	-1	-1.1	0.4	1	5
[O-][n+]1ccc(C(O)c2ccccc2)cc1 (stereo unspecified)	2.6	-0.4	7	-0.1	5.1*	8	1	-1.0	-0.9	8	-3
CCCC(=O)NC(C)c1nc2ccccc2n1C (stereo unspecified)	-0.6	-0.5	5	0.2	-0.6	-1	1	-1.4	-0.6	-10	5
CN(C)c1ccc(CN(C(=O)C2COc3ccccc3O2)C2CCS(=O)(=O)C2)cc1 (stereo unspecified)	-0.6	-1.8	2	-1.4	0.2	1	-7	-1.2	-1.2	8	-1
O=C(c1cc2sccc2n1Cc1ccc(F)cc1)N1CCc2ccccc21	2.6	-0.1	-17	3.5	2.3	2	-8	0.3	1.7	7	-17
O=C(Nc1cc(C(F)(F)F)ccc1Cl)C1CCN(c2nnc(-n3cccc3)s2)CC1	-2.7	-0.1	3	-2.3	-2.1	0	-10	-1.1	0.4	8	2
Cc1ccc(S(=O)(=O)N(C)C)cc1NC(=S)N(CCC#N)Cc1cccnc1	-0.2	-0.2	-2	0.4	-0.1	-5	6	-0.9	-1.6	-5	-3
CN(C)CCNC(=O)Nc1cccc(Cl)c1Cl	0.2	-0.2	0	0.0	0.3	-2	5	-0.6	-1.6	-4	-1
CCN(CCn1cccn1)C(=O)c1cc(COc2ccc(F)cc2Cl)on1	-1.8	-0.7	-1	0.5	0.2	-2	-5	-1.2	1.0	6	-4
CC1CC(C)CN(CCCNC(=O)c2ccc3c(SCC(=O)O)c4c(nc3c2)CCC4)C1 (stereo unspecified)	0.4	0.0	-2	2.3	-0.8	-5	-1	-0.6	-1.6	-4	-4
COc1ccc(Cl)cc1C(=O)N(Cc1nc(-c2cccc(C)c2)no1)C(C)C	-1.0	-1.4	-1	-2.7	-0.8	5	-26	-1.1	-3.2	9	2
Cc1ccc(S(=O)(=O)N2C[C@]3(O)C[C@@H]4C(=O)N(c5ccccc5)C(=O)[C@@H]4C[C@]3(OC(=O)NC3CCCC3)C2)cc1	0.5	0.2	-5	-0.1	-0.9	-4	-4	-0.8	-4.1	-13	-5
CCOc1ccccc1C1C(C(=O)Nc2ccc(OC)cc2)=C(C)Nc2nc(CCCO)nn21 (stereo unspecified)	3.2	1.2	-6	-1.0	0.2	-13	-7	0.6	-1.9	-49	-5
COC(=O)c1cc(S(=O)(=O)NCc2ccccc2)cn1C	-1.2	0.1	0	-0.1	-1.1	0	0	-0.7	0.9	-16	3
COc1ccc(C)cc1-n1nc2ccccc2n1	-1.2	-0.2	-22	1.7	0.4	-8	4	-1.8	1.8	-14	-28
COCCN(CCOC)Cc1cc(=O)oc2cc3c(cc12)CCC3	-1.5	-1.0	-20	2.3	0.0	-3	3	-1.1	-1.2	-23	-24

5 entries from above, arranged by the value under hcDAF12 agonist, lowest first:
smiles,hcDAF12 agonist
O=C(Nc1cc(C(F)(F)F)ccc1Cl)C1CCN(c2nnc(-n3cccc3)s2)CC1,-2.7
O=S(=O)(c1ccc(Cl)cc1)N1CCCN(c2ccc(C(F)(F)F)cn2)CC1,-1.8
COC(=O)c1cc(S(=O)(=O)NCc2ccccc2)cn1C,-1.2
CCOC(COC(=O)c1ccccc1C(=O)O)c1ccccc1 (stereo unspecified),-0.6
Cc1cc(C)c(C(=O)COC(=O)c2cccc(S(=O)(=O)N3CCOCC3)c2)cc1C,1.5
